Screens as filed in PubChem.
LYP phosphatase: inhibitors of LYP phosphatase, biochemical, fluorescence intensity, uHTS (AID 1779). 0.054% of 290,000 active. one-dose inhibition, % at 11.5 µM; IC50 in µM for titrated hits. recombinant LYP phosphatase, fluorescence intensity; higher % means a stronger effect; in the data active means inhibition above about 50%;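 further: plate controls were vehicle with enzyme for no effect and no enzyme for full effect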
CSM14.1 death rescue: rescue of cells from ER stress-induced death, primary screen, 384-well, CSM14.1, thapsigargin, ATP luminescence (AID 1222); CSM14.1 thapsigargin-induced death rescue, ATP luminescence; higher % means a stronger effect; cellular ATP content (survival), % at 20 µM, or EC50 in µM where a hit was titrated; 190,000 tested, under 10 active;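 active means EC50 below 50 µM in the dose-response confirmation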;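 further: death triggered by thapsigargin at about 15 µM added after 2 h compound pretreatment; cell ATP read after overnight thapsigargin exposure of roughly 18 to 22 hours; normalized against plate controls of thapsigargin alone and 5% DMSO vehicle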
GPR35 antagonists: GPR35 antagonists blocking zaprinast-driven arrestin recruitment, primary screen, imaging, U2OS, beta-arrestin-GFP, zaprinast agonist (AID 2058); U2OS GPR35 beta-arrestin-GFP translocation imaging, zaprinast antagonism; higher % means a stronger effect; inhibition, % at 10 µM; hits with a dose series show IC50 in µM; 0.052% of 290,000 active;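 active means inhibition of at least 50% with at least 30 cells and total cytoplasm GFP at most 10,000,000; inconclusive means under 30 cells or total GFP of 10,000,000 plus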
NS5 inhibitors: Dengue-2 NS5 methyltransferase inhibitors, primary screen, biochemical, confirmation dose response (AID 588689); Genome polyprotein (Dengue virus type 2 (strain 16681-PDK53)); Dengue-2 NS5 methyltransferase capping enzyme assay, biochemical; higher % means a stronger effect; one-dose inhibition, % at 25 µM; IC50 in µM for titrated hits; 0.3% of 340,000 active; in the data active means a potency from the dose series; inconclusive means inhibition above about 29% without an active follow-up result
RSV antiviral HEp-2: RSV antiviral activity via CPE protection, HEp-2 cells, primary 10 µM value included (AID 2391); HEp-2 cells, RSV-induced CPE inhibition; higher % means a stronger effect; one-dose CPE inhibition, % at 10 µM; IC50 in µM for titrated hits; 0.13% of 310,000 active; in the data active means a potency from the dose series; inconclusive means CPE inhibition mostly from about 23% at the one dose, without a potency; inactive means the rest, 99 in 100 with CPE inhibition below about 21%; further: strong numbers were not always called active
West Nile antiviral: West Nile virus antiviral activity, cell-based, CPE readout (AID 1621) | West Nile virus-infected cells, CPE inhibition; higher % means a stronger effect | CPE inhibition, % at 10 µM, or IC50 in µM where a hit was titrated | 0.02% of 290,000 active; in the data active means a potency from the dose series; inconclusive means CPE inhibition mostly from about 3.7% at the one dose, without a potency; inactive means the rest, 99 in 100 with CPE inhibition below about 2.2%; further: strong numbers were not always called active
MgcRacGAP inhibition: MgcRacGAP GTPase-activating activity inhibitors, confirmation, biochemical, ADP Hunter fluorescence; MgcRacGAP-stimulated Rac1 GTP hydrolysis, ADP Hunter fluorescence; higher % means a stronger effect; GST-tagged Rac1 F28L mutant substrate; one-dose inhibition, % at 30 µM; IC50 in µM for titrated hits; 0.6% of 340,000 active;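 active means first-screen hits whose inhibition reached a set limit at any dose in the follow-up dose series; inconclusive means inhibition above the set first-screen limit but never retested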;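 further: fluorescence reports GDP produced by GAP-driven GTP hydrolysis; strong numbers were not always called active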
SV40 large T antigen: SV40 large T antigen inhibitors, biochemical (AID 1903); inhibition, % at 20 µM; hits with a dose series show IC50 in µM; SV40 large T antigen ATPase/helicase inhibition assay; higher % means a stronger effect; 0.39% of 310,000 active; in the data active means a potency from the dose series; inconclusive means inhibition mostly from about 32% at the one dose, without a potency; inactive means the rest, 99 in 100 with inhibition below about 32%; further: strong numbers were not always called active
Salmonella PhoP GFP: inhibitors of PhoP regulon expression, primary screen, Salmonella Typhimurium, GFP reporter (AID 1863); S. Typhimurium PhoP-regulated promoter GFP reporter, 4 h; higher % means a stronger effect; 0.16% of 300,000 active; inhibition, % at 50 µM, or IC50 in µM where a hit was titrated;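 active means inhibition over 29.93%, a cutoff 3 SD above the screen mean, later confirmed by dose response; inconclusive means inhibition over 29.93% but no dose response follow-up; inactive means inhibition at most 29.93% or unconfirmed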;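 further: 0% = low Mg2+ inducing control and 100% = high Mg2+ repressing control; strong numbers were not always called active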
NS5 inhibitors pilot replicate: also measured in NS5 inhibitors; calls as there; inhibition, %; measured here: pilot screen replicate inhibition
Starred values were filed as active, the others as inactive; ? = inconclusive; / = not tested or not shown.

SMILES	LYP phosphatase	CSM14.1 death rescue	GPR35 antagonists	NS5 inhibitors	RSV antiviral HEp-2	West Nile antiviral	MgcRacGAP inhibition	SV40 large T antigen	Salmonella PhoP GFP	others
CC(=O)N(CC1CCCO1)c1nnc(-c2cnccn2)s1 (centres undefined)	-8%	1.8%	3%	1%	0.3%	0.0%	6%	-5%	19%
Cc1cc(C)cc(SCc2noc(C(=O)NCCN(C)C)c2C(=O)NCCN(C)C)c1	/	/	/	5%	-4.0%	27µM*	10%	6%	-1%
COc1cc(C(C(=O)NC2CCCCC2)N(CCN2CCOCC2)C(=O)C2COc3ccccc3O2)cc(OC)c1OC (centres undefined)	-8%	1.6%	11%	-2%	0.1%	-0.2%	2%	13%	-8%
CCOc1cc(/C=C2\N=C(SCC)SC2=O)cc([N+](=O)[O-])c1OC(C)=O	12%	-1.1%	-18%	19%	1.3%	-0.6%	20%	20%	-14%
CCc1ccccc1N1C[C@@]23C=C[C@@H](O2)C(C(=O)OCC(C)C)[C@H]3C1=O (some centres undefined)	-7%	0.7%	-12%	-4%	0.0%	-0.4%	-2%	3%	-2%
CCOc1ccc(C(=O)Nc2cc(=O)n(C)c(=O)n2C)cc1	/	/	/	1%	3.4%	-0.1%	5%	/	/
Fc1ccc(NC(=S)N/N=C/c2ccc(F)c(F)c2)c(F)c1	-2%	0.6%	-5%	3%	-0.3%	-0.7%	8%	23%	-6%	NS5 inhibitors pilot replicate=2.1
COc1ccc(-n2nnc3c(=O)n(CC(=O)OCc4ccccc4)cnc32)cc1	0%	-2.5%	-5%	-6%	1.2%	0.1%	2%	2%	3%
COc1ccc(CC(=O)Nc2ccc(S(=O)(=O)Nc3nccs3)cc2)cc1	-6%	/	0%	-10%	1.4%	-0.3%	1%	8%	-3%
NNS(=O)(=O)c1ccc2c(c1)Cc1cc(S(=O)(=O)NN)ccc1-2	-4%	/	-2%	3%	2.3%	-0.3%	12%	3%	2%
O=C(N/N=C/c1ccc2ncccc2c1)c1cc(-c2cccs2)nc2ccccc12	-11%	/	-14%	-2%	4.1%	0.2%	-9%	12%	2%
O=C(/C=C/c1cccc(Cl)c1)Nc1ccncc1	0%	1.6%	0%	-3%	1.7%	-1.2%	0%	1%	-3%	NS5 inhibitors pilot replicate=3.9
COc1ccc(S(=O)(=O)N2CCCCCC2)cc1N(C)S(=O)(=O)c1ccc(C)cc1	3%	4.9%	-10%	-10%	14%	-1.6%	0%	0%	-10%
CC(C)N(C)NC(=S)Nc1ccccc1	-3%	-2.2%	-12%	1%	0.4%	2.1%	1%	-8%	?
CC(=O)c1cccc(NC(=S)NC(=O)c2ccc(Cl)cc2)c1	-1%	-3.1%	-2%	-3%	12%	-0.5%	9%	14%	-6%
O=C(c1cccc2ccccc12)C1CCCN(C(=O)CCCn2cncn2)C1 (centres undefined)	-8%	-0.1%	-11%	-5%	2.0%	-0.6%	1%	17%	-1%
CS(=O)(=O)c1ccc(-c2nnn(CC(=O)N3CCCCC3)n2)cc1	-8%	/	2%	-5%	0.5%	-0.1%	9%	10%	7%
Cc1ccccc1S(=O)(=O)Nc1nc2ccccc2nc1NCCO	-12%	1.3%	-3%	2%	1.7%	0.4%	7%	0%	7%
CC(C)(C)c1ccc(-c2nc3[nH]c(=O)cc(NC(=O)c4ccco4)n3n2)cc1	6%	/	-4%	1%	7.8%	3.1%	7%	15%	-10%
COC(=O)COc1ccc(S(=O)(=O)NC2CCCCCC2)cc1	0%	-5.1%	0%	-6%	1.3%	0.3%	1%	13%	6%
CCn1c(=O)cc(SCC(=O)NCCCN2CCN(c3ccccc3F)CC2)c2ccccc21	-6%	-2.0%	2%	2%	-2.2%	0.3%	16%	0%	-1%
c1ccc(-c2c(-c3ccccc3)n(Cc3ccco3)c3ncnc(NCCCn4ccnc4)c23)cc1	-8%	0.6%	-3%	-10%	?	1.7%	14%	/	13%
Brc1ccccc1-c1nnc(COc2cccc3cccnc23)o1	-4%	2.0%	-9%	10%	3.1%	-0.3%	4%	4%	1%
CCCCCCCC(=O)NNC(=O)CCC(=O)O	-9%	-0.7%	18%	-1%	1.3%	/	6%	2%	9%
COc1ccc(-c2[nH]ncc2CN2CCCCCCC2)c(OC)c1	-16%	-2.0%	9%	-5%	-1.4%	-0.8%	3%	3%	-4%

Additional results:
SMILES	LYP phosphatase	CSM14.1 death rescue	GPR35 antagonists	NS5 inhibitors	RSV antiviral HEp-2	West Nile antiviral	MgcRacGAP inhibition	SV40 large T antigen	Salmonella PhoP GFP	others
CN(c1cccc(NC(=O)CN(c2ccc(F)cc2)S(C)(=O)=O)c1)S(C)(=O)=O	-16%	-1.2%	-10%	-14%	0.1%	1.3%	7%	-9%	1%
Cc1cccc(C(=O)NCCN2CCOCC2)c1[N+](=O)[O-]	-6%	-2.1%	4%	0%	0.3%	1.1%	5%	9%	-6%
CCC(=O)Nc1ccccc1Oc1ccccc1	-2%	-1.8%	-9%	-2%	0.6%	0.4%	-7%	2%	3%
Cc1cc(N2C(=O)C(O)=C(C(=O)c3ccc(C)o3)C2c2ccc(OCc3ccccc3)cc2)no1 (centres undefined)	0%	/	6%	>100µM*	0.1%	-0.5%	8%	17%	-1%
CN1CCN(CC(=O)NN(Cc2ccccc2)c2ccccc2)CC1	-3%	/	-6%	-5%	1.2%	0.1%	32%	12%	-6%
COC(=O)c1c(NC(=O)CN2CCCc3ccccc32)sc(C)c1C	10%	-4.2%	-7%	-2%	?	-1.8%	11%	7%	15%
O=C1COc2ccc(C(=O)COC(=O)Cc3ccc(Cl)cc3)cc2N1	-4%	-1.6%	2%	-6%	5.6%	0.0%	10%	4%	2%
CCCCOC(=O)Cn1c(=N)n(CCC)c2ccccc21	1%	-2.4%	5%	1%	0.8%	1.5%	2%	3%	8%
CCCOc1ccc(C(=O)Nc2ccc(N(C)C)cc2)cc1	-10%	-2.5%	10%	3%	1.4%	-0.3%	24%	32%	-12%
COc1ccc(OC(=O)COc2ccc(Cl)cc2)cc1	-9%	/	-2%	2%	-0.4%	-0.2%	11%	22%	-3%
Cn1c(=O)[nH]c(=O)c2c1nc(Br)n2CC(O)COc1ccc(Cl)cc1 (centres undefined)	-5%	-1.5%	1%	-8%	-1.8%	-0.2%	-32%	-5%	-1%
CCCc1nc2ccccc2[nH]1	-5%	-0.6%	0%	-2%	1.0%	0.4%	2%	8%	6%
Cc1ccc(OCCCCN2CCCCC2)cc1	-12%	/	14%	-2%	-0.2%	-0.8%	15%	12%	-7%
O=C(CCC1CCCN(C(=O)c2ccc3c(c2)OCO3)C1)NCc1ccc(F)c(F)c1 (centres undefined)	-3%	-0.8%	-2%	-5%	2.2%	-0.6%	6%	20%	11%
COc1ccc(/C=C\c2nc(=O)c3ccccc3o2)cc1	0%	-2.9%	25%	-3%	/	-0.3%	8%	7%	-11%
COC(=O)CSc1snnc1-c1ccc(Cl)cc1Cl	-2%	-2.8%	-2%	-12%	2.4%	0.3%	9%	4%	10%
O=C(CCl)Nc1ccc(S(=O)(=O)Nc2nccs2)cc1	-2%	/	12%	-9%	3.6%	3.0%	5%	15%	-1%
COC(=O)c1nnn(-c2nonc2N)c1CSc1nnc(C)s1	-10%	-0.8%	-2%	-3%	-0.5%	/	6%	21%	-3%
N/N=C(\c1ccccc1)c1cc(Cl)ccc1N	-6%	/	10%	/	0.6%	-0.8%	14%	6%	-3%
COc1ccc2cc(/C=N/NC(=O)CSCc3ccc([N+](=O)[O-])cc3)c(Cl)nc2c1	-9%	0.2%	4%	4%	2.8%	-0.8%	8%	3%	-1%
O=C1c2oc3ccccc3c(=O)c2C(c2cccc(O)c2)N1CCCN1CCOCC1 (centres undefined)	-3%	-1.2%	-3%	-8%	0.9%	-0.5%	4%	3%	-4%
CCC1(CC)NC(=O)N(CC(=O)OCC(=O)Nc2sccc2C#N)C1=O	-3%	/	-11%	-4%	1.0%	-0.2%	4%	11%	-1%
O=C(/C=C/c1ccccc1)N1CCN(CC(O)COc2ccccc2)CC1 (centres undefined)	0%	-2.2%	5%	-7%	0.8%	-0.5%	11%	3%	-3%
Cc1ccc(NC(=O)NNC(=O)CN2C(=O)COc3ccccc32)cc1	-8%	/	-5%	-7%	0.8%	-0.1%	4%	1%	2%
O=S(=O)(Nc1ccc(N2CCOCC2)cc1)c1ccc(Cl)s1	-8%	-0.6%	-2%	3%	1.3%	0.0%	8%	37%	6%

Random excerpt: 3 compounds from above.
SMILES	LYP phosphatase	CSM14.1 death rescue	GPR35 antagonists	NS5 inhibitors	RSV antiviral HEp-2	West Nile antiviral	MgcRacGAP inhibition	SV40 large T antigen	Salmonella PhoP GFP	others
Cn1c(=O)[nH]c(=O)c2c1nc(Br)n2CC(O)COc1ccc(Cl)cc1 (centres undefined)	-5%	-1.5%	1%	-8%	-1.8%	-0.2%	-32%	-5%	-1%
CN(c1cccc(NC(=O)CN(c2ccc(F)cc2)S(C)(=O)=O)c1)S(C)(=O)=O	-16%	-1.2%	-10%	-14%	0.1%	1.3%	7%	-9%	1%
Cc1cccc(C(=O)NCCN2CCOCC2)c1[N+](=O)[O-]	-6%	-2.1%	4%	0%	0.3%	1.1%	5%	9%	-6%

(continued)
SMILES	LYP phosphatase	CSM14.1 death rescue	GPR35 antagonists	NS5 inhibitors	RSV antiviral HEp-2	West Nile antiviral	MgcRacGAP inhibition	SV40 large T antigen	Salmonella PhoP GFP	others
Cc1ccc(Cl)cc1N1CCN(C(=O)C2CCN(S(=O)(=O)c3cccnc3)CC2)CC1	-2%	-4.3%	-8%	-8%	0.9%	1.2%	6%	11%	3%
Cc1ccc(/C(N)=N/OC(=O)CCC2CCCC2)cc1	-2%	-0.6%	-2%	2%	0.2%	0.1%	6%	4%	5%
COC(=O)[C@@]12CCCCN1[C@H](c1ccc(SC3CCCCC3)c(OC)c1)[C@@H]1C(=O)N(C)C(=O)[C@@H]12	/	/	/	-11%	-3.0%	/	8%	8%	-7%
CCN(CC)S(=O)(=O)c1ccc2c(c1)nc(SC(C)C(N)=O)n2-c1ccc(OC)cc1 (centres undefined)	-4%	1.3%	-4%	-9%	4.2%	0.8%	-16%	0%	6%
COc1ccc(NCc2nnc(SCC(=O)N3CCCc4ccccc43)n2C)cc1	-2%	-1.7%	-6%	3%	2.3%	0.0%	9%	15%	-3%
COc1ccc(Nc2nc(-c3ccccc3)nc3ccccc23)c(OC)c1	-1%	-0.4%	5%	-2%	?	-0.3%	1%	2%	8%
Cc1ccc2oc(=O)cc(CN3CCN(Cc4ccccc4)CC3)c2c1	-9%	/	9%	-2%	0.0%	-1.4%	7%	-1%	9%
O=C(NCC(O)COc1ccc([N+](=O)[O-])cc1)c1ccccc1 (centres undefined)	-2%	/	0%	-6%	0.3%	-0.3%	5%	4%	-10%
COCCN(C(=O)c1ccco1)c1nnc(-c2ccc(OC)cc2)s1	2%	-0.8%	7%	-7%	3.8%	0.1%	7%	16%	-1%
